Screening results as filed in PubChem BioAssay.
Growth percent in the NCI-60 one-dose screen (48 h, 10 µM unless noted): 100 = growth as untreated, 0 = no growth, -100 = all killed.
SK-MEL-2: SK-MEL-2 melanoma. 4.7% of 77,000 active. AID 1794763
SK-MEL-28: SK-MEL-28 melanoma. 4.1% of 81,000 active
M14: M14 melanoma. 6.2% of 80,000 active
SK-MEL-5: SK-MEL-5 melanoma. 6.4% of 80,000 active. AID 1794755
MDA-MB-435: MDA-MB-435 melanoma | AID 1794794 | 7.8% of 82,000 active
UACC-257: UACC-257 melanoma; 4.4% of 78,000 active; AID 1794764
MALME-3M: MALME-3M melanoma; 5.8% of 78,000 active
UACC-62: UACC-62 melanoma; 5.4% of 81,000 active; AID 1794756
Active calls of the source: *; x = not tested or not shown; & = joins results of further samples; ! = not confirmed by another sample. How the source made its calls: active means growth percent below 10; inactive means the rest. No enrichment for hits; overall some 11% were active at least once.

SMILES	SK-MEL-2	SK-MEL-28	M14	SK-MEL-5	MDA-MB-435	UACC-257	MALME-3M	UACC-62
COc1ccc(-c2cs/c(=N\N=C\c3ccc(C#N)cc3)n2-c2ccccc2)cc1	99	102	x	76	90	95	35	65
CCc1nnc(Nc2ccc(C)cc2)o1	x	103	93	103	98	103	99	103
O=C(NCO)c1ccccc1	x	105	106	111	108	111	91	94
OC1CNc2c(ccc3ccccc23)C1 (centres undefined)	83	110	91	131	109	89	112	83
CC(=O)c1c(-c2ccc(Cl)cc2)nc2cc(C)ccn12	92	100	101	100	107	107	89	96
CCOC(=O)c1nn(-c2ccccc2)/c(=N\N=C\c2coc3ccc(F)cc3c2=O)s1	107	103	98	96	100	106	97	99
N#CCCCCCCCCCCC#N	108	111	103	110	92	88	139	101
CCCCn1c(=O)c(/C=C/c2cc(/C=C/c3cc4ccc(Cl)cc4n(CCCC)c3=O)n(-c3ccccc3)n2)cc2ccc(Cl)cc21	x	120	95	109	114	86	104	94
CCOC(=O)c1c(-c2ccc(OC)cc2OC)c(C#N)c(=O)n(Cc2nc3ccccc3[nH]2)c1N	96	110	100	98	106	110	92	94
COc1cccc(-c2nn(-c3ccccc3)cc2-c2ccnc(N3CCOCC3)c2)c1	97	108	100	80	99	111	91	72
CNc1nc(=O)n(C2CCCO2)cc1C (centres undefined)	109	99	106	105	112	100	x	102
CC(=O)N1N=C(c2ccc3c(c2)OCO3)CC1c1ccc(Cl)cc1 (centres undefined)	x	110	119	106	96	110	x	98
N#Cc1c(NC(=O)c2cccs2)[n+]([O-])c2ccc(F)cc2[n+]1[O-]	93	112	101	2.8*	105	x	92	83
C[C@@H](NC(=O)CSc1nnc(-c2ccc(NC(=O)c3cccnc3)cc2)o1)C(=O)O	101	106	105	101	108	104	102	96
Cn1c(N)c(C(=O)/C=C/c2ccccc2)c(=O)[nH]c1=O	110	117	102	104	114	95	x	100

3 entries already listed, ordered by formula weight, ascending:
SMILES	SK-MEL-2	SK-MEL-28	M14	SK-MEL-5	MDA-MB-435	UACC-257	MALME-3M	UACC-62
N#CCCCCCCCCCCC#N	108	111	103	110	92	88	139	101
CCOC(=O)c1nn(-c2ccccc2)/c(=N\N=C\c2coc3ccc(F)cc3c2=O)s1	107	103	98	96	100	106	97	99
CCOC(=O)c1c(-c2ccc(OC)cc2OC)c(C#N)c(=O)n(Cc2nc3ccccc3[nH]2)c1N	96	110	100	98	106	110	92	94

The list continues:
SMILES	SK-MEL-2	SK-MEL-28	M14	SK-MEL-5	MDA-MB-435	UACC-257	MALME-3M	UACC-62
O=C(NNC(=S)NC1CC1)c1cc2ccc1CCc1ccc(cc1)CC2	90	104	94	95	102	96	97	98
Cc1ccc(-c2nc(C#N)c(S(=O)(=O)N3CCN(S(=O)(=O)c4ccccc4)CC3)o2)cc1	48	19	-21*	0.5*	30	45	-77*	18
CC1=C(C)C(=O)C(N2CCCCC2)=CC1=O	87	102	97	85	111	68	82	77
CS(=O)c1nc2nnc([N+](=O)[O-])c(=O)n2[nH]1 (centres undefined)	90	102	95	102	91	90	91	98
COc1ccc(-n2nc(C)c3c(Nc4ccc(NC(=O)Nc5cccc(C(F)(F)F)c5)cc4)ncnc32)cc1	-21*	12	-0.2*	-67*	7.0*	-1.7*	-11*	3.5*
NS(=O)(=O)c1ccc(NC2N=C(c3ccc(O)cc3)Nc3n[nH]c(Nc4ccccc4)c32)cc1 (centres undefined)	48	81	29	42	27	61	69	10
O=S(=O)(Nc1cccc(F)c1)c1cccc(C(F)(F)F)c1	72	97	93	99	108	107	92	98
N#C/C(=C\c1ccco1)C(=O)Nc1ncc(Cc2cc(Cl)ccc2Cl)s1	92	100	90	98	89	93	91	49
CCCCCOC(=O)Nc1nc(=O)n([C@@H]2O[C@H](C)[C@@H](OC(=O)CCC(=O)O[C@H]3CC[C@@]4(C)C(=CC[C@H]5[C@@H]6CC[C@H]([C@H](C)CCCC(C)C)[C@@]6(C)CC[C@@H]54)C3)[C@H]2O)cc1F	106	109	99	101	105	85	94	96
Cc1ccccc1NCSC(=S)N(C)C	100	114	99	99	106	102	95	105
CO[C@@H]1[C@H](N(C)C(=O)c2ccccc2)C[C@@H]2O[C@]1(C)n1c3ccccc3c3c4c(c5c6ccccc6n2c5c31)C(=O)NC4=O	55	83	37	40	46	61	38	34
ICC1CCCCC1	x	105	97	108	108	113	105	107
Nc1cccc(-c2ccccc2Oc2ccc3nnc(Cl)n3n2)c1	92	99	93	96	104	102	113	88
CC/C(Cc1ccccc1)=C(/c1ccc(O)cc1)c1ccc(OCCCN(C)C)cc1	99	101	87	91	87	95	91	101
CON(C)N=Nc1ccc(C(N)=O)cc1	x	110	104	109	112	98	115	114
NS(=O)(=O)c1ccc(CCN2C(=O)/C(=C\c3ccc(Cl)cc3)C=C2c2ccc(F)cc2)cc1	61	86	77	85	87	96	77	43
N=c1nc(N)ss1	119	x	102	109	109	109	x	114
O=C(O)COc1c(Cl)cc([N+](=O)[O-])cc1Cl	101	102	89	96	105	80	97	x
N=c1c2cc(-c3ccccc3)oc2ncn1/N=C/c1ccc(N2CCOCC2)cc1	103	96	x	102	93	93	110	84
CN(C(=O)C(Cl)Cl)c1ccc(OC(=O)c2ccco2)cc1	95	116	105	107	102	107	103	102
O=c1c2cccc3c(NC4CCCCC4)ccc(c32)c2nc3ccccc3n12	x	92	87	66	103	x	96	83
O=c1c2ccccc2c2c3c1cccc3c1cccc3c(=O)c4ccccc4c2c31	99	113	106	111	105	102	101	99
COc1ccc2c(=O)cc(-c3ccccc3)[nH]c2c1	-8.1*!	71&39	0.4*	13&21	-12*	31&65	48&41	20&38
Cc1cc(-c2ccccc2)cc(=O)[nH]1	97	114	97	103	103	106	105	104
COC(=O)[C@]1(CCSC)N[C@H](c2cn(-c3ccccc3)nc2-c2ccccc2)[C@@H]2C(=O)N(c3ccc(Cl)cc3)C(=O)[C@@H]21	91	101	98	104	107	101	112	97
CCCCCc1cccnc1	119	107	97	110	109	24	110	95
CCCCC(CC)COc1ccc(-c2nc(-c3ccc(OC)cc3)nc(-c3ccc(OCC(CC)CCCC)cc3O)n2)c(O)c1 (centres undefined)	x	109	99	103	104	113	103	106
CC(C)(C)NCCC(O)c1cc(C(F)(F)F)nc2c(C(F)(F)F)cccc12 (centres undefined)	102	117	85	82	82	90	102	75
COc1ccc(Cl)c2c(=O)cc(C)[nH]c12	99	105	98	88	110	107	111	89
COc1ccc(CNNC(=O)Cc2ccccc2)c(OC)c1OC	105	104	109	100	103	102	105	107
CC1=CC(c2ccco2)=C2C(N)=NNC2N1 (centres undefined)	108	97	104	101	101	102	92	89
Cc1c(C(=O)O)nnn1-c1ncc(Cc2ccc(Cl)cc2)s1	106	116	x	100	107	86	109	94
CCCCCc1ccc(C2=C(Br)C(=O)c3nc(/C=N/NC(N)=S)ccc3C2=O)cc1	108	96	94	90	94	97	106	103
O=C(O)c1ccccc1Nc1cccc(S(F)(F)(F)(F)F)c1	84	108	102	96	101	102	101	94
CSc1nc2c(c(=O)n1C)C1(C(=O)N(C)c3ccccc31)c1c(nc(SC)n(C)c1=O)N2	115	108	95	x	106	132	105	100
O=C1c2cccc3c(-c4ccc5c(c4)ncn5C4CCCCC4)ccc(c23)C(=O)N1CCN1CCOCC1	95	102	91	89	103	102	100	92
CCOC(=O)[C@@H]1C2CCC(CC2)[C@@H]1C(=O)OCC	109	101	x	107	111	92	135	101
CC(=O)Nc1nc2c(c(N)c1C#N)C(c1cccc(Cl)c1)C1=C(CCCC1=O)N2c1sc2c(c1C#N)CCCC2 (centres undefined)	55	82	52	62	65	54	83	60
NNC(=O)Cc1csc2ccccc12	103	100	93	102	100	96	119	103
Cn1c(SCC(=O)Nc2ccc(-c3nc4ccc([N+](=O)[O-])cc4[nH]3)cc2)nc2ccccc2c1=O	91	79	96	85	93	87	87	75
COc1ccc(-c2cc(Cc3ccc(O)c(OC)c3)c(=O)[nH]n2)cc1	108	122	109	94	104	81	110	89
COc1ccc2c(c1)C/C(=C\c1cc(-c3cc(OC)c(OC)c(OC)c3)n[nH]1)C2=O	95	99	100	75	91	97	108	88
COC(=O)[C@H]1[C@H]2C[C@@H]3c4[nH]c5cc(OC)ccc5c4CCN3C[C@H]2C[C@@H](OC(=O)CC(C)=O)[C@@H]1OC	103	113	112	106	122	113	x	97
COC(=O)c1nc(-c2ccc(C)cc2)oc1Sc1ccc(C)cc1	104	106	93	105	103	102	122	77
CN1c2ccccc2Sc2c(C(=O)O)cccc21	91	101	93	106	108	106	92	96
CC(=O)c1cccc(N=NN(C)C)c1	95	111	102	103	102	101	104	101
N#Cc1c(-c2ccc(Cl)cc2)nc(N=Nc2c(O)[nH]c3ccc(Cl)cc23)nc1N1CCOCC1	98	101	94	97	98	107	89	94
O=C(C1=CNC(=S)NC1c1ccccc1)c1cc2ccccc2oc1=O (centres undefined)	107	109	90	91	101	101	103	86
COc1ccc2nc(-c3ccc(Cl)cc3)cc(-c3nnc(SCC(=O)Nc4ccc(/C(C)=N\O)cc4)o3)c2c1	64	73	30	71	16	44	15	45
O=C(Nc1cccc(-c2ccc(Cl)c(C(F)(F)F)c2)c1)C1CCN(Cc2cccc3cccnc23)CC1	32	-68*	-68*	-93*	-84*	20	-76*	26
C#CCOc1ccccc1C(=O)NNc1ccc([N+](=O)[O-])cc1[N+](=O)[O-]	106	105	107	93	102	91	93	97
Cc1ccc(C(=O)CSc2nc3[nH]c(=O)n(C)c(=O)c3[nH]2)cc1	108	112	99	x	104	103	99	95
CCN(CCNc1ccc(C)c2sc3ccccc3c(=O)c12)CC(C)(C)O	77	80	73	76	79	96	89	54
O=C(CCCCCCN1CC(=O)N2[C@@H](c3ccccc3Br)c3[nH]c4ccccc4c3C[C@H]2C1=O)NO	39	32	42	30	28	40	14	22
CN(C)S(=O)(=O)c1ccc(-c2nc(C(Cl)Cl)nc3cc(-c4ccccc4)nn23)cc1	112	-4.1*	74	92	82	105	15	12
CC(=O)OC/C=C1/CC[C@H]2[C@@H]3C[C@H](C)C4=CC(=O)CC[C@]4(C)[C@H]3[C@@H](O)C[C@]12C	97	115	94	87	102	100	89	71
CCOC(=O)CCOc1cccc(N(CCO)CCO)c1	97	114	104	99	105	85	105	95
CN1C(=O)C2(Nc3ccccc3S2)c2cc(OC(F)(F)F)ccc21 (centres undefined)	101	103	102	100	100	102	98	80
CCCC/C(=C\c1ccc(OC)c(OC)c1)C(=O)NC(Cc1ccccc1)C(=O)C(=O)NCCc1ccc(OC)cc1 (centres undefined)	99	102	98	95	99	97	100	88
FC(F)(F)c1ccccc1-c1cn2c(ccc3ccccc32)n1	52	82	60	81	-25*	70	65	55
Later entries
SMILES	SK-MEL-2	SK-MEL-28	M14	SK-MEL-5	MDA-MB-435	UACC-257	MALME-3M	UACC-62
COC1c2occc2C(OC)C2C3C(=C(C)OC12)Sc1nc(-c2ccccc2)c(C#N)c(N)c13 (centres undefined)	111	120	104	88	108	104	107	91
N#CC1=C(Nc2ccccc2F)NC(c2cccc([N+](=O)[O-])c2)c2sc3c(F)cccc3c21 (centres undefined)	120	111	98	99	104	123	115	93
CCOc1cccnc1/C=N/NC(N)=S	52	76	42	55	58	96	x	51
N=C(N)c1ccc(OCCCOc2ccc(C(=N)N)cc2Br)c(Br)c1	70	79	83	50	76	84	34	53
CCN(CC)C(=O)C1=C(C)NC(=O)NC1c1ccc2c(c1)OCO2 (centres undefined)	108	115	104	101	108	103	108	102
COc1ccc(-c2nc(-c3cc(OC)c(OC)c(OC)c3)no2)cc1	101	98	96	91	96	103	104	82
O=C(NC(Cc1ccccc1)C(=O)CCl)OCc1ccccc1 (centres undefined)	8.6*	86	80	76	16	87	72	68
Cc1ccc(S(=O)(=O)N/N=C2/C(=O)C3CCC2C3)cc1 (centres undefined)	94	106	107	103	107	x	103	103
COc1cc(C)cc(C(O)Cc2cccc(-c3ccc(N(c4ccccc4)c4ccccc4)cc3)n2)c1 (centres undefined)	88	112	84	67	88	94	88	93
C/C(=N\N=C(/C)c1ccc2ccccc2c1)c1ccc2ccccc2c1	122	103	107	102	101	80	98	102
NS(=O)(=O)c1ccc(Nc2ccc3nnc(-c4ccncc4)n3n2)cc1	124	106	101	99	115	103	102	103
CCCCN1CCCCn2c1nc1c2c(=O)n(C)c(=O)n1C	92	117	106	x	107	97	116	101
Cc1ccc(CSc2nc(-c3ccc(Cl)cc3)c(C#N)c(=O)[nH]2)cc1	106	105	106	101	104	104	108	94
CC(=O)N1N=C(c2cccc(Nc3ccncc3)c2)CC1c1ccc(C)cc1 (centres undefined)	105	100	100	74	99	107	75	87

Random excerpt: 7 records from the list
SMILES	SK-MEL-2	SK-MEL-28	M14	SK-MEL-5	MDA-MB-435	UACC-257	MALME-3M	UACC-62
CCCCN1CCCCn2c1nc1c2c(=O)n(C)c(=O)n1C	92	117	106	x	107	97	116	101
O=C(NC(Cc1ccccc1)C(=O)CCl)OCc1ccccc1 (centres undefined)	8.6*	86	80	76	16	87	72	68
N#CC1=C(Nc2ccccc2F)NC(c2cccc([N+](=O)[O-])c2)c2sc3c(F)cccc3c21 (centres undefined)	120	111	98	99	104	123	115	93
NS(=O)(=O)c1ccc(Nc2ccc3nnc(-c4ccncc4)n3n2)cc1	124	106	101	99	115	103	102	103
C/C(=N\N=C(/C)c1ccc2ccccc2c1)c1ccc2ccccc2c1	122	103	107	102	101	80	98	102
COc1ccc(-c2nc(-c3cc(OC)c(OC)c(OC)c3)no2)cc1	101	98	96	91	96	103	104	82
COc1cc(C)cc(C(O)Cc2cccc(-c3ccc(N(c4ccccc4)c4ccccc4)cc3)n2)c1 (centres undefined)	88	112	84	67	88	94	88	93
